Screening results from PubChem.
RBBP9 inhibitor: human RBBP9 hydrolase inhibition; recombinant RBBP9, FP-Rh probe fluorescence polarization; inhibition, % at 7.94 µM; hit rate 0.2% among 220,000; AID 1515;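 active means inhibition above the campaign mean of all tested compounds plus 3 SD, cut at about 14% in these data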;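 further: plate controls were DMSO wells with RBBP9 for no effect and wells lacking RBBP9 protein for full effect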
Target sequence (O75884 whole entry, looked up): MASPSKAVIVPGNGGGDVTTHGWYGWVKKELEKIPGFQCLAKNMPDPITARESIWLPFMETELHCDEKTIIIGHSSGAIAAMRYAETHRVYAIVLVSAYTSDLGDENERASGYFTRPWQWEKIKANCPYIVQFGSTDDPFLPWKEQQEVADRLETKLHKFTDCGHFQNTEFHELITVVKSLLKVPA
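Assay system: recombinant human RBBP9; Reagent: Serine-hydrolase probe FP-Rh, 375 nM pre-mixing; Doses: 7.94 µM single dose, 0.794% DMSO; Incubation: 30 min then 45 min, 25 °C; Detection: fluorescence polarization (mP), excitation 525 nm, emission 598 nm; Evaluation: percent inhibition from mP, scaled between DMSO and no-protein wells.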
EP2 antag: blocks the human prostaglandin E2 receptor EP2. P43116. C6 glioma cells expressing human EP2, cAMP TR-FRET; cells stimulated with saturating PGE2. inhibition, % at 25 µM. hit rate 0.52% among 260,000. AID 1422;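 active means percent inhibition above 40 after rounding to a whole number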;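 further: rat C6 glioma host cells with rolipram phosphodiesterase inhibitor present; the protocol text gives 20 µM as final concentration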
p97 ATPase inh: inhibitors of human p97 ATPase | P55072 | recombinant p97 ATPase, Kinase-Glo ATP luminescence, 3 h | inhibition, % at 8 µM | hit rate 0.42% among 220,000; in the data active means inhibition above about 15%;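 further: 0% = DMSO vehicle and 100% = wells lacking enzyme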
Target sequence (P55072 whole entry, looked up): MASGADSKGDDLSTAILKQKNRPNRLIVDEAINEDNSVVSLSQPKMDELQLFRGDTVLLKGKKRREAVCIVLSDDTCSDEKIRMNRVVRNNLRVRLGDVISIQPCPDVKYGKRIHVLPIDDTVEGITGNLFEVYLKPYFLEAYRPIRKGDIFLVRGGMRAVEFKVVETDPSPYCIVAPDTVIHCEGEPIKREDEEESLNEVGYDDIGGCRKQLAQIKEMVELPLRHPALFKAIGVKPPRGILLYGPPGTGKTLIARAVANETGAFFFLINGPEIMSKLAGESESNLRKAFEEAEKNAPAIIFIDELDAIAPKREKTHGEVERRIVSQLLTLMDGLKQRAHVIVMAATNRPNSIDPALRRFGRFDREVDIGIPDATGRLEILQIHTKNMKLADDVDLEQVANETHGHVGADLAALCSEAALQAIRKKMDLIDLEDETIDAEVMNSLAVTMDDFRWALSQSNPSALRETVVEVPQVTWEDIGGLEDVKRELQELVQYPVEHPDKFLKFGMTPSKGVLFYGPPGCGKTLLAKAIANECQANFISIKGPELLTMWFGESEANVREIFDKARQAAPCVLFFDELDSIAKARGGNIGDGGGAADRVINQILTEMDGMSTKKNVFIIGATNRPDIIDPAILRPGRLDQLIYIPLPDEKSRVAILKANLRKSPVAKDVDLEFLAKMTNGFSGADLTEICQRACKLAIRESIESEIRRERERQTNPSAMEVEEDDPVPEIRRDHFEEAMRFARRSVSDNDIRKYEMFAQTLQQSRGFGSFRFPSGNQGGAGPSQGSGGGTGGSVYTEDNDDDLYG
NCF1 inh: blocks human p47phox regulatory protein of NADPH oxidases; P14598; p47phox/p22phox peptide binding, fluorescence polarization, 2 h; inhibition, % at 24.7 µM; hit rate 0.53% among 220,000;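 active means inhibition above about 30%, limit read from the data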;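 further: 0% = p47phox with labelled peptide and 100% = labelled peptide alone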
BaF3 parental: counter-screen for JAK2V617F inhibitors: parental Ba/F3 viability inhibitors | CellTiter-Glo ATP luminescence | inhibition, % at 5.6 µM | hit rate 1.1% among 220,000;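 active means inhibition above a per-campaign cutoff, the mean inhibition of all tested compounds plus 3 SD, cut at about 27% in these data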;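 further: 0% = DMSO wells and 100% = JAK Inhibitor I control wells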
Furin inh: human furin inhibition | hit rate 0.061% among 220,000 | inhibition, % at 30 µM | purified furin, fluorogenic substrate cleavage; in the data active means inhibition above about 25%; further: inactives centre near -15
PPC-1+TRAIL kill: PPC-1 cancer cell killing with TRAIL present; PPC-1 cells + TRAIL, ATPLite viability luminescence; cell killing (% activity), % at 4 µM; hit rate 0.41% among 220,000; AID 1443;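 active means cell killing above 50% in the first pass at 4 µM, then a duplicate retest at 5 µM averaging 50% or more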;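 further: plate controls were cells with TRAIL plus DMSO for no effect and medium-only wells lacking cells for full effect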
Ba/F3 V617F tox: lowers viability of Ba/F3 cells expressing EpoR and JAK2V617F. inhibition, % at 5.6 µM. hit rate 1.1% among 220,000. ATP luminescence. AID 1446;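 active means inhibition above the campaign mean plus 3 SD over all tested compounds, cut at about 24% in these data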;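 further: cytokine-independent growth of Ba/F3 cells driven by EpoR plus mutant JAK2; 0% = DMSO-treated cells and 100% = JAK inhibitor I control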
Tb hexokinase: T. brucei hexokinase 1 inhibition. recombinant TbHK1, G6PDH-coupled NADH A340. inhibition, % at 10 µM. hit rate 0.11% among 220,000;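 active means inhibition of 50% or more in the single-dose primary screen; inactive means inhibition below 50%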
The depositor's hits bear a star; nt = no result given; & = joins results of further samples; [ ] = another dose, or the depositor's remark. These rows are one share of the data. The share of hits here may be higher or lower than overall.

The first 13 records (preview)
SMILES	RBBP9 inhibitor	EP2 antag	p97 ATPase inh	NCF1 inh	BaF3 parental	Furin inh	PPC-1+TRAIL kill	Ba/F3 V617F tox	Tb hexokinase
CCN1C(=O)/C(=C/C=C2/SCCN2C)SC1=S	-8	21	1	-4	1	-16[20 µM]	9	1	-1
CC(C)(C)NC(=O)NC(=O)CN1CCCCC1	-2	9	1	-5	5	-9	14	1	6
O=C(COC(=O)c1cccnc1Cl)Nc1cc(S(=O)(=O)N2CCCCC2)ccc1Cl	-5	3	-2	-15	9	-24	12	1	3
Cn1c(=O)c2c(nc(Cl)n2Cc2ccncc2)n(C)c1=O	-10	nt	1	-9	8	-19	17	1	1
O=C(CSc1nnnn1C1CCCC1)c1ccc2c(c1)OCCO2	-5	7	1	2	3	-20	16	1	1
COCCNC(=O)CCCn1c(=O)c2cc(OC)c(OC)cc2n(CC(=O)Nc2ccccc2OC)c1=O	-4	6	5	-16	4	-18	-55	1	-6
NC(=S)c1cc2cc(Cl)ccc2oc1=O	-2	10	8	-14	5	-22	3	-7	-14
CCNc1nc(NCC)n2c(SC(C(=O)Nc3cc(Cl)cc(Cl)c3)c3ccccc3)nnc2n1 (stereo unspecified)	4	4	9	-6	3	-20	21	-6	-16
O=C(CSCc1c(Cl)cccc1Cl)Nc1ccccc1-c1ccccc1	-9	6	1	-4	1	-30	-4	-2	3
COc1ccccc1-c1nnc(SCC(=O)Nc2ccc(Cl)cc2Cl)o1	-11	1	1	-13	7	-17	14	0	-6
O=C(CCC(=O)N(c1cccc(F)c1)C(C(=O)NC1CCCC1)c1ccncc1)Nc1cccnc1 (stereo unspecified)	7	4	6	-2	1	-15[20 µM]	14	-4	-3
CCN(CC)S(=O)(=O)c1ccc(-c2csc(C)n2)s1	6	16	7	-2	1	-14	-9	-4	-7
CCc1ccc(OCC(=O)N/N=C/c2cc([N+](=O)[O-])ccc2N2CCCCCC2)cc1	0	3	-2	21	7	-13	4	2	10

The listing (from the top)
SMILES	RBBP9 inhibitor	EP2 antag	p97 ATPase inh	NCF1 inh	BaF3 parental	Furin inh	PPC-1+TRAIL kill	Ba/F3 V617F tox	Tb hexokinase
CCN1C(=O)/C(=C/C=C2/SCCN2C)SC1=S	-8	21	1	-4	1	-16[20 µM]	9	1	-1
CC(C)(C)NC(=O)NC(=O)CN1CCCCC1	-2	9	1	-5	5	-9	14	1	6
O=C(COC(=O)c1cccnc1Cl)Nc1cc(S(=O)(=O)N2CCCCC2)ccc1Cl	-5	3	-2	-15	9	-24	12	1	3
Cn1c(=O)c2c(nc(Cl)n2Cc2ccncc2)n(C)c1=O	-10	nt	1	-9	8	-19	17	1	1
O=C(CSc1nnnn1C1CCCC1)c1ccc2c(c1)OCCO2	-5	7	1	2	3	-20	16	1	1
COCCNC(=O)CCCn1c(=O)c2cc(OC)c(OC)cc2n(CC(=O)Nc2ccccc2OC)c1=O	-4	6	5	-16	4	-18	-55	1	-6
NC(=S)c1cc2cc(Cl)ccc2oc1=O	-2	10	8	-14	5	-22	3	-7	-14
CCNc1nc(NCC)n2c(SC(C(=O)Nc3cc(Cl)cc(Cl)c3)c3ccccc3)nnc2n1 (stereo unspecified)	4	4	9	-6	3	-20	21	-6	-16
O=C(CSCc1c(Cl)cccc1Cl)Nc1ccccc1-c1ccccc1	-9	6	1	-4	1	-30	-4	-2	3
COc1ccccc1-c1nnc(SCC(=O)Nc2ccc(Cl)cc2Cl)o1	-11	1	1	-13	7	-17	14	0	-6
O=C(CCC(=O)N(c1cccc(F)c1)C(C(=O)NC1CCCC1)c1ccncc1)Nc1cccnc1 (stereo unspecified)	7	4	6	-2	1	-15[20 µM]	14	-4	-3
CCN(CC)S(=O)(=O)c1ccc(-c2csc(C)n2)s1	6	16	7	-2	1	-14	-9	-4	-7
CCc1ccc(OCC(=O)N/N=C/c2cc([N+](=O)[O-])ccc2N2CCCCCC2)cc1	0	3	-2	21	7	-13	4	2	10
Cc1ccc(CN2C(=O)S/C(=C\c3ccccc3OCC(=O)O)C2=O)cc1	-2	13	1	-2	4	-16	9	0	-15
CCc1ccc2nc(NC(=O)c3ccc(N4C(=O)CCC4=O)cc3)sc2c1	-3	4	6	-15	-2	-26	8	-6	-16
CCOc1ccccc1C(C(=O)NCCOC)N(CCOC)C(=O)Cn1nnc2ccccc21 (stereo unspecified)	-2	3	-3	nt	2	-14	4	3	-8
Cc1c(C(=O)NCCc2ccc(S(N)(=O)=O)cc2)cccc1[N+](=O)[O-]	-4	3	5	7	7	-22	7	1	-2
Cc1cccc(CN2CCN(CC(C)C)C(CCO)C2)n1 (stereo unspecified)	-12	-1	-1	4	-7	-2	18	2	-13
N#CC(C#N)=Cc1cc2ccccc2nc1N1CCCCC1	-12	6	-1	24	5	-15	37	-1	-3
Cc1ccccc1CN1CCN(C/C=C/c2ccccc2)CC1	-4	-3	1	-2	11	-10[20 µM]	17	2	-3
O=C1C(Nc2ccccc2)=C(NS(=O)(=O)c2ccccc2)C(=O)c2ccccc21	-7	4	5	-6	2	-23	41	-5	-2
CC1CCCCN1C(=O)c1ccccc1NC(=O)c1ccco1 (stereo unspecified)	-9	7	8	-5	3	-19	20	0	3
CCn1nc(C)c(CNC(=O)Nc2ccc3c(c2)OCO3)c1C	-4	11	5	2	3	-22	39	-4	-1
O=C(Cc1ccccc1)Nc1c(Cl)ccc2nsnc12	-11	8	4	-2	0	-18	-31	-4	-21
CCOC(=O)c1c(NC(=O)CSc2nnc(C)c(=O)[nH]2)sc(C)c1-c1ccc(C)cc1	-14	7	-2	-18	-4	-27	17	-3	-4
O=C(Oc1cccc(NC(=O)c2ccccc2Cl)c1)c1ccc([N+](=O)[O-])cc1	0	14	-4	3	3	-16	17	1	14
CCC(C)C(=O)Nc1ncc2c(n1)CC(c1cccs1)CC2=O (stereo unspecified)	0	8	3	-81	5	-18[20 µM]	8	0	-8
COc1ccc(C2CC(=O)C=C(NNS(=O)(=O)c3ccc(C)cc3)C2)cc1 (stereo unspecified)	-1	4	3	-3	9	-16	8	0	-3
CCOc1ccc(C(=O)NCC(=O)OCc2c(C)noc2C)cc1	11	5	4	-7	2	-9	-2	-5	-4
COC(=O)C1=C(N)N(c2ccccc2F)C2=C(C(=O)CC(C)(C)C2)C1c1ccc(OC)c(OC)c1 (stereo unspecified)	-6	11	-3	-2	2	-17	25	0	-11
O=C(c1ccccc1-n1cccn1)N1CCc2c([nH]c3ccccc23)C1c1ccccn1 (stereo unspecified)	3	8	2	-10	2	-25	15	1	-6
C/C(=N\NC(=O)c1cccs1)c1ccc2c(c1)OCO2	4	11	4	-4	1	-18	29	0	-12
CC(=O)N(C(C)=O)N1C(=O)C2C3c4ccccc4C(c4ccccc43)C2C1=O (stereo unspecified)	-9	10	1	-14	3	-21	-8	-2	-3
CCCn1c(CC)nc([N+](=O)[O-])c1S(=O)(=O)c1ccccc1	-2	11	8	0	8	-27[20 µM]	12	49*	2
CCSc1nc2ccccc2c(=O)n1CCc1ccc(OC)c(OC)c1	5	8&5	1	-15	-5	-24	21	0	-11
O=c1cc(CN2CCN(c3cccc(C(F)(F)F)c3)CC2)nc2sccn12	-8	9	-4	-12	-1	-11	0	-2	-18
CCCCOCCCNC(=O)N[C@H](C(=O)OC)C(C)CC (stereo partly specified)	-13	2	-1	-13	-2	-14	16	-2	-10
CCC(=O)NCc1ccc2[nH]c(C)cc2c1	-3	4	3	-3	7	-28	19	0	-1
CN1CCN(c2ccc(Cl)cc2NC(=O)C2COc3ccccc3O2)CC1 (stereo unspecified)	-2	9	2	-2	1	-12	24	-5	-1
Cc1ccc(C(=O)COC(=O)CCC(=O)Nc2cccc(Cl)c2)cc1[N+](=O)[O-]	-4	12	1	-2	0	-2[20 µM]	11	1	4
Cc1nn(CCOc2ccccc2)c(=O)n1-c1cccc(F)c1	3	4	2	1	1	-20[20 µM]	16	-6	-2
Cn1nc(C(C)(C)C)cc1C(=O)NNC(=O)c1ccccc1Cl	-1	14	-2	-6	-2	-15	15	0	-2
CCn1ccc(C(=O)Nc2ccc(Cl)cn2)n1	-9	12	-4	4	7	-30	15	2	1
C=CCN1C(=O)N(/C=C/C)c2cccc3cccc1c23	1	6	15*	-6	3	6[20 µM]	10	-3	-14
COc1ccc(C(c2nnnn2Cc2cccs2)N2CCN(c3ccc(F)cc3)CC2)cc1OC (stereo unspecified)	-5	26	3	-12	3	-26	6	2	6
CN(C)CC(O)COC(c1ccccc1)c1ccccc1 (stereo unspecified)	8	4	4	-7	13	2	9	1	2
Cc1cnc(NC(=O)C2CCCC2)s1	-6	17	0	-14	4	-22[20 µM]	6	-1	3
C=CCOC(=O)COc1ccc2c(C)c(C)c(=O)oc2c1C	-9	11	-9	4	2	-9[20 µM]	3	4	-8
O=C(COC(=O)c1ccc(-c2ccc([N+](=O)[O-])cc2)o1)NC(=O)NC1CCCCC1	-13	4	5	-1	6	-20	7	-3	-11
CC(C)(C)c1cc(-c2n[nH]c(=S)n2-c2ccccc2F)n[nH]1	-15	9	-5	1	-1	-2	4	4	1
More results.
SMILES	RBBP9 inhibitor	EP2 antag	p97 ATPase inh	NCF1 inh	BaF3 parental	Furin inh	PPC-1+TRAIL kill	Ba/F3 V617F tox	Tb hexokinase
CC(C)CNC(=O)COC(=O)c1n[nH]c2ccccc12	-5	3	0	-14	3	2	10	-1	0
Cc1c(NC(=O)c2nn3c(C(F)(F)F)cc(-c4ccccc4)nc3c2Cl)c(=O)n(-c2ccccc2)n1C	-1	6	-2	-1	1	-4	14	-3	-1
Cc1ccc(/C=N/NC(=O)NC23CC4CC(CC(C4)C2)C3)o1	-8	nt	3	nt	-6	nt	7	-2	nt
COc1cccc(OCCOCCOc2ccc(C)cc2[N+](=O)[O-])c1	0	1	-9	-17	11	-3	24	4	1
O=C(O)c1ccc(CNCc2ccccc2Cl)cc1	-5	10	2	1	2	-5[20 µM]	15	-4	-5
Cn1c(=O)c2c(nc(CN3CCN(C(=O)c4ccco4)CC3)n2CCc2ccccc2)n(C)c1=O	-3	12	1	1	3	-14	3	2	-5
NC1=NC2(CCCC2)N=C(Nc2ccccc2)N1	-5	22	8	-15	2	-9	-8	-5	-4
COc1ccc(Cl)cc1C(=O)CSc1nnnn1C1CCCC1	-9	-1	-2	-1	1	-5	5	0	-5
CCOC(=O)CSc1cc(=O)n(CC)c2ccccc12	-1	16	-7	-6	3	-12[20 µM]	-16	-1	-11
